# Screening data (PubChem BioAssay)
# GRP78 ERSR act = induces the endoplasmic reticulum stress response in human glioma cells. U87-MG GRP78 promoter luciferase reporter, 16 h. Potency, µM, for the others: at the top dose activation, actives largely listed as activators. actives 0.02% (n = 420,000); further: potency means the concentration at half of the fitted maximal effect; series mostly up to about 76 µM; % of control where 0% means no effect; nearly all actives have a fitted effect of over 35% in size
#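 Stably transfected U87-MG glioma cells carrying a GRP78-based luciferase sensor; 16 h compound incubation. Luminescence end-point read 10 min after Bright-Glo addition at room temperature.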
# TrxR1 substrate = rat thioredoxin reductase 1 substrate activity; O89049; purified TrxR1 substrate turnover, NADPH consumption readout; Potency, µM (titrated, usually from 114 µM), without a hit: at the top dose activity change, negative = substrate turnover; actives 0.01% (n = 390,000); AID 588456; further: potency means the concentration at half of the fitted maximal effect; on the % scale 0 is the no-effect control and ±100 the full control effect; nearly all actives have a fitted effect of over 50% in size
# Target sequence (O89049 whole entry, looked up): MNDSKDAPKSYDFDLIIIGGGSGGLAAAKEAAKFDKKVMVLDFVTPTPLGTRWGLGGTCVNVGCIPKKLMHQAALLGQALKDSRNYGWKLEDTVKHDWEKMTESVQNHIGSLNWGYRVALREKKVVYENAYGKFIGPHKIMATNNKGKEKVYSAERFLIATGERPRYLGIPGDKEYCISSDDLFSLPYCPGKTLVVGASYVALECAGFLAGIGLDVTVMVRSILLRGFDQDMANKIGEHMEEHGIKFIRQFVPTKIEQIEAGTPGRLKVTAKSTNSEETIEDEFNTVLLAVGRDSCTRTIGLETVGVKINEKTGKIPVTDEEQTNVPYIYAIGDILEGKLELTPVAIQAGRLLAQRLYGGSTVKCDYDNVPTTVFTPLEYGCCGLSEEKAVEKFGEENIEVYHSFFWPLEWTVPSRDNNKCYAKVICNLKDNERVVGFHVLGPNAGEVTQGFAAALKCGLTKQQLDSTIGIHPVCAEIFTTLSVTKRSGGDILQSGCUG
#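 Rat TrxR1, dispensed at 90 nM, was prereduced with 400 uM NADPH (final) for 5 min at ~22 deg C, then incubated with compound 15 min before 400 uM selenite. A first-read NADPH fluorescence drop versus no-compound background flagged substrates.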
# PI4K2A block = inhibitors of human PI4K2A; Q9BTU6; purified PI4K2A, ADP-Glo luminescence, 1 h; stronger effect = lower value; activity change, negative = inhibition, % at 76.9 µM; actives 0.13% (n = 420,000); AID 1346378; in the data active means activity change below about -50%; inconclusive means mostly about -30% to -49%;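 further: -100% = wells without enzyme as full effect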
# Target sequence (Q9BTU6 whole entry, looked up): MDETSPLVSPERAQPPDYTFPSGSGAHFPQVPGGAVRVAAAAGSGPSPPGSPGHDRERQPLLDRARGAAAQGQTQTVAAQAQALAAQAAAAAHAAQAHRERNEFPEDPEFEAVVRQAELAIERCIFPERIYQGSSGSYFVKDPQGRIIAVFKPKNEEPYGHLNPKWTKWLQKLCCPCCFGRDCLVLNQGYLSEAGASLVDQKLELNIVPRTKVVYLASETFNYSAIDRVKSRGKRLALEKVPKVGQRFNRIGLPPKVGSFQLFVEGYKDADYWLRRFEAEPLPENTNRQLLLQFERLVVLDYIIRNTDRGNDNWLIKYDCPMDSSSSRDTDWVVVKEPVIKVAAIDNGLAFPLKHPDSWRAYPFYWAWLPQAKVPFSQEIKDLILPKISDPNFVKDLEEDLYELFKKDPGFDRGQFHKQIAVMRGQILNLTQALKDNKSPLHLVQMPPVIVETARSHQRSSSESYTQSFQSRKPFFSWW
#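 In this quantitative HTS, ADP production by PI4K2A was quantified luminescently after 1 h at ambient temperature; 100 microM adenosine served as plate-quality control.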
# LDHA block = inhibitors of human lactate dehydrogenase A; P00338; purified LDHA, NADH/diaphorase-resazurin fluorescence; stronger effect = lower value; activity change, % (values are at about 110 or 230 µM); actives 0.15% (n = 480,000); in the data active means activity change below about -30%; inconclusive means mostly about -25% to -30%;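 further: plate controls were DMSO wells for no effect and wells without enzyme for full effect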
#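 Human LDH5 at 2 nM final in Tris HCl pH 7.4 with 0.06 mM NADH and 0.2 mM pyruvate, reacted 5 minutes at room temperature. Remaining NADH coupled via diaphorase/resazurin; resorufin fluorescence read at 0 and 20 minutes, normalized to enzyme-free and DMSO wells.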
# Active calls of the source: *; ? = inconclusive; nt = no result given; & = joins results of further samples; [ ] = dose if it differs, or a comment. Unless noted, the call rests on the fitted dose curve; in most records, active means well fitted curve in the direction sought with a large enough effect; inconclusive means small, poorly fitted or top-dose-only effect, or another doubt; inactive means no such curve, though single readings can be large; an effect the other way counts as inactive or inconclusive.
Structure | GRP78 ERSR act | TrxR1 substrate | PI4K2A block | LDHA block
CC(=O)/C=C1\C(=O)N(C)c2ccccc21 | -14.9% | 20.0%[57.1 µM] | -16.5 | nt
CSc1nc(N)c2ncn([C@@H]3O[C@H](COP(=O)(O)OP(=O)(O)O)C(O)[C@H]3O)c2n1 (some centres not stated) | -1.1% | -2.9%[57.1 µM] | 0.2 | nt
CC(C)[C@@H]1CC[C@@H](C)C[C@@H]1P(=O)(c1ccccc1)c1ccccc1 | 5.4% | 1.3%[57.1 µM] | 4.2 | nt
Nc1ccc(-c2ccc3ccccc3n2)cc1 | -13.0%&-3.9% | 52.4%[activator][57.1 µM] | -8.7 | nt
CC(C)[C@H](NC(=O)OCc1ccccc1)C(=O)N[C@H](C=O)Cc1ccccc1 | -0.3%&-3.4% | 5.5%[57.1 µM] | 5.1 | nt
NC(Cc1cccc(-c2ccccc2CP(=O)(O)O)c1)C(=O)O (configuration not stated) | -3.5% | 11.8%[57.1 µM] | -3.1 | nt
CCCCS(=N)(=O)CCC(N)C(=O)O (configuration not stated) | 2.0%&-2.9% | 2.3%[57.1 µM] | 3.4 | nt
Cc1ccc([N+](=O)[O-])cc1S(=O)(=O)N(C)C | -2.0%&-6.1% | 8.8%[57.1 µM] | -2.5 | nt
CCC1(O)CC2CN(CCc3c([nH]c4ccccc34)[C@@](C(=O)OC)(c3cc4c(cc3OC)N(C=O)C3[C@]45CCN4CC=C[C@@](CC)([C@@H](OC(C)=O)[C@]3(O)C(=O)OC)[C@H]45)C2)C1 (some centres not stated) | -1.0% | 19.5%[57.1 µM] | -3.0 | nt
c1ccc2nc(C3=NCCN3)ccc2c1 | 1.5%&0.8% | 10.6%[57.1 µM] | 0.3 | nt
Cc1nc2c(OCc3ccccc3)cccn2c1CC#N | 0.6%&3.8% | 3.3%[57.1 µM] | -3.2 | nt
CN1C2CC(OC(=O)[C@H](CO)c3ccccc3)CC1C1OC12 (some centres not stated) | -4.6% | 9.8%[57.1 µM] | 2.3 | nt

# 3 compounds already listed, sorted by the value under GRP78 ERSR act, smallest number first:
Molecule | GRP78 ERSR act
CC(=O)/C=C1\C(=O)N(C)c2ccccc21 | -14.9%
CN1C2CC(OC(=O)[C@H](CO)c3ccccc3)CC1C1OC12 (some centres not stated) | -4.6%
CC(C)[C@@H]1CC[C@@H](C)C[C@@H]1P(=O)(c1ccccc1)c1ccccc1 | 5.4%

# Remaining list, next part
Structure | GRP78 ERSR act | TrxR1 substrate | PI4K2A block | LDHA block
Nc1ncnc2c1ncn2[C@@H]1O[C@H](COP(=O)(O)OP(=O)(O)OP(=O)(O)OP(=O)(O)OC[C@@H]2O[C@H](n3cnc4c(N)ncnc43)[C@@H](O)[C@H]2O)[C@@H](O)[C@H]1O | 1.6%&4.2% | 8.2%[57.1 µM] | 21.5 | nt
OCC1NCC(O)C(O)C1O (configuration not stated) | -2.1% | 0.0%[57.1 µM] | 3.1 | nt
Nc1ncnc2n[nH]c(Nc3ccc(F)cc3)c12 | -4.2%&-2.7% | 10.7%[57.1 µM] | -2.2 | nt
CC(/C=C/c1cccc(Oc2ccc(F)cc2)c1)N(O)C(N)=O (configuration not stated) | 1.0%&4.7% | -4.0%[57.1 µM] | -0.8 | nt
O=c1onc2n1-c1cc(Br)ccc1OC2 | -1.6% | 2.1%[57.1 µM] | -1.1 | nt
NCC(O)(CS(=O)(=O)O)c1ccc(Cl)cc1 (configuration not stated) | -4.0% | 9.5%[57.1 µM] | 0.5 | nt
Cc1nc(N=Nc2ccc(S(=O)(=O)O)cc2S(=O)(=O)O)c(COP(=O)(O)O)c(C=O)c1O | 1.7%&4.4%&-3.0% | 13.2%[57.1 µM] | 0.6 | nt
NC(=O)c1cccc(N)c1 | -2.2%&-4.1%&-6.9%&-2.8% | 7.4%[57.1 µM] | -0.7 | nt
Cc1ccc(S(=O)(=O)/C=C/C#N)cc1 | ? | 20.6%[57.1 µM] | 5.5 | nt
O=Nc1c(-c2c(O)[nH]c3ccccc23)[nH]c2ccccc12 | ? | 5.9%[57.1 µM] | -12.7 | nt
CCCN(CCC)CCc1cccc2c1CC(=O)N2 | -0.3%&-1.5% | 8.7%[57.1 µM] | 6.9&1.1&-5.7 | nt
OCC1O[C@H]([S-])[C@H](O)[C@@H](O)[C@@H]1O.[Au+] (some centres not stated) | -4.4% | 12.8%[57.1 µM] | -55.1* | nt

# The results go on.
Structure | GRP78 ERSR act | TrxR1 substrate | PI4K2A block | LDHA block
CC1=C(C(=O)O)N2C(=O)[C@@H](NC(=O)C(N)C3=CCC=CC3)[C@H]2SC1 (some centres not stated) | -1.8% | 5.7%[57.1 µM] | -2.4 | nt
Cc1cc2c(cc1Cl)N(C(=O)Nc1ccc(Oc3cccnc3C)nc1)CC2 | -3.3% | -8.9%[57.1 µM] | -14.5 | nt
O=C1C2C=CC=CC2=NC(=S)N1CCN1CCC(=C(c2ccc(F)cc2)c2ccc(F)cc2)CC1 (configuration not stated) | -1.9% | 0.6%[57.1 µM] | 0.1 | nt
COc1ccc(CCn2nnnc2C2(c3ccc(C)cc3)CC2)cc1 | 0.7% | -1.8%[57.1 µM] | -4.5 | nt
CC(=O)[C@H]1CCC2C3CC=C4C[C@@H](OS(=O)(=O)O)CC[C@]4(C)C3CC[C@@]21C (some centres not stated) | -1.0% | 11.2%[57.1 µM] | -4.7 | nt
COc1cccc(-c2cc(=O)c3ccccc3o2)c1N | -12.6%&0.8%&-4.4%&-6.6% | 6.8%[57.1 µM] | 1.4 | nt
OC(CCN1CCCCC1)(c1ccccc1)C1CC2C=CC1C2 (configuration not stated) | -2.0%&-3.4% | 6.5%[57.1 µM] | 2.4&0.9&-4.4 | nt
NC[C@H]1O[C@@H](n2cnc3c(N)ncnc32)[C@H](O)[C@@H]1O | -1.6% | 1.8%[57.1 µM] | -12.1 | nt
NC/C=C/C(=O)O | -4.2%&-2.1%&-3.5%&-3.0% | ? | 2.1&2.3 | nt
CCOC(=O)C12CC1/C(=N/O)c1ccccc1O2 (configuration not stated) | -2.7% | ? | -0.4 | nt
CNCCc1cnc(CCC(c2ccccc2)c2ccccc2)[nH]1 | -5.4% | 1.3%[57.1 µM] | -3.5 | nt
O=C(CCCCCN1CCN(c2ccccc2-c2ccccc2)CC1)NC1CCCc2ccccc21 (configuration not stated) | -5.8% | 29.4%[57.1 µM] | -4.4 | nt

# Following part:
Structure | GRP78 ERSR act | TrxR1 substrate | PI4K2A block | LDHA block
O=C1c2ccccc2C(=O)c2c(NCCc3ccc(O)cc3)ccc(NCCc3ccc(O)cc3)c21 | -9.9% | -4.0%[57.1 µM] | ? | nt
COc1ccc(NC(=O)/C=C/c2ccc(Cl)cc2)cc1 | ? | ? | -1.3 | nt
COc1cc(OC)c(/C=C2/C(=O)Nc3ccccc32)c(OC)c1 | -8.7% | 1.6%[57.1 µM] | -1.3 | nt
[Li+] | -0.2% | -0.2%[57.1 µM] | -2.0 | nt
O=c1cc(-c2ccccc2)[nH]c2nc(Cl)ccc12 | -1.9% | 18.2%[57.1 µM] | 3.7 | nt
C[C@@H](O)[C@H]1C(=O)N2C(C(=O)O)=C(SCCN=CN)C[C@H]12 | 0.8% | 7.7%[57.1 µM] | 0.4&-1.7 | nt
CN(C)c1nc2c(Br)c(Br)c(Br)c(Br)c2[nH]1 | -6.6% | -10.6%[57.1 µM] | -0.6 | nt
CC1(C)CCC=[N+]1[O-] | -3.1% | ? | -0.3 | nt
C=C(C)C1CC=C(C(=O)O)CC1 (configuration not stated) | -0.7%&-1.5% | 5.3%[57.1 µM] | 3.3 | nt
CCCCC[C@H](CC(=O)NO)C(=O)N[C@H](C(=O)N1CCC[C@H]1CO)C(C)C | 0.6% | 0.7%[57.1 µM] | -5.9 | nt
O=C(O)[C@@H]1C[C@@H](C(=O)O)N1 | -4.3%&-1.9%&-5.9% | 5.9%[57.1 µM] | 1.1 | nt
O=C(NCc1ccccc1)C(c1ccccc1F)n1c(=O)c(-c2ccccc2)nc2ccccc21 (configuration not stated) | nt | nt | -6.0 | -2.8

# Further results follow:
Structure | GRP78 ERSR act | TrxR1 substrate | PI4K2A block | LDHA block
CCCCOCCCNC(=O)C[C@@H]1C[C@@]2(C(=O)OCC)CCCC=C2N(CCc2ccc(OC)c(OC)c2)C1=O | nt | nt | -1.8 | 5.1
CC(C)C(C(=O)NCc1ccccc1)N(C)Cc1ccc(Cl)c(Cl)c1 (configuration not stated) | nt | nt | 2.7 | -6.2
CN(Cc1ccccc1)C(=O)[C@@H]1CCCN1C(=O)[C@@H]1CCCN1C(=O)c1cccc2ccccc12 | nt | nt | -2.4 | 1.8
CCOC(=O)[C@]12CCC=C1N(Cc1ccco1)C(=O)[C@H](CC(=O)NCCC(C)C)C2 | nt | nt | -2.9 | 2.4
O=S1(=O)N[C@@H](Cc2ccccc2)COc2cc(N3CCN(Cc4ccccc4F)CC3)ccc21 | nt | nt | -0.8 | -3.4
CCOC(=O)[C@]12CCCC=C1N(Cc1ccc3c(c1)OCO3)C(=O)[C@H](CC(=O)NCCCN1CCCC1=O)C2 | nt | nt | -10.0 | -6.3
CCOC(=O)N1CCN(C(c2ccnc3ccccc23)c2nnnn2-c2ccc3c(c2)OCCO3)CC1 (configuration not stated) | nt | nt | -1.1 | 6.1
O=C(NCc1ccccc1)C(C1CC1)n1c(CSCCOc2ccccc2)nc2ccccc21 (configuration not stated) | nt | nt | 3.8 | -2.2
COC(=O)C[C@H]1CC[C@@H](NC(=O)Nc2cccc(OC)c2)[C@@H](CO)O1 | nt | nt | -3.8 | 4.2
COC(=O)C1=CN(c2cccc(OCc3ccccc3)c2)C(N)=C(C#N)C1c1ccc(-c2ccccc2)cc1 (configuration not stated) | nt | nt | -2.2 | -6.8
Cc1ccc(C(=O)Nc2c(-c3ccccc3)[nH][nH]c2=O)cc1 | nt | nt | ? | 8.0
Clc1cccc(Cc2c(-c3cccc(Br)c3)nc3c4ccccc4ccn23)c1 | nt | nt | 3.3 | -3.8

# 3 compounds picked at random from the list so far:
Structure | GRP78 ERSR act | TrxR1 substrate | PI4K2A block | LDHA block
O=S1(=O)N[C@@H](Cc2ccccc2)COc2cc(N3CCN(Cc4ccccc4F)CC3)ccc21 | nt | nt | -0.8 | -3.4
O=C(NCc1ccccc1)C(C1CC1)n1c(CSCCOc2ccccc2)nc2ccccc21 (configuration not stated) | nt | nt | 3.8 | -2.2
Clc1cccc(Cc2c(-c3cccc(Br)c3)nc3c4ccccc4ccn23)c1 | nt | nt | 3.3 | -3.8

# Next results.
Structure | GRP78 ERSR act | TrxR1 substrate | PI4K2A block | LDHA block
CCCCNC(=O)C(NC(=O)c1ccc2ccccc2c1)C(=O)c1ccccc1 (configuration not stated) | nt | nt | -1.4 | -0.4
CC(=O)N1CCN(C(C(=O)Nc2c(C)cccc2C)c2cccc(F)c2)CC1 (configuration not stated) | nt | nt | -6.2 | -2.9
Cc1cccc(C)c1NC(=O)C1c2ccccc2OCC(=O)N1C1CC1 (configuration not stated) | nt | nt | -2.6 | -3.1
O=C(Nc1ccc(F)cc1)C(c1cc2ccccc2o1)N1CCN(CC(=O)N2CCCC2)CC1 (configuration not stated) | nt | nt | 2.4 | -0.9
COC(=O)[C@@]12C[C@@H](CC(=O)N3CCN(C(=O)C4CC4)CC3)C(=O)N(Cc3ccccc3)C1=CCC(C)(C)C2 | nt | nt | -2.4 | -5.4
CCC(c1nnnn1-c1ccc2c(c1)OCCO2)N1CCN(Cc2c(F)cccc2Cl)CC1 (configuration not stated) | nt | nt | 5.4 | -10.6
COc1ccc(SCC(O)Cn2c3ccccc3c3ccccc32)c(OC)c1 (configuration not stated) | nt | nt | -0.1 | 3.6
COC(=O)c1ccc2nc(-c3ccccc3)c(Cc3ccc(C)cc3)n2c1 | nt | nt | -7.9 | 2.0
COC(=O)C1(C(=O)OC)C[C@H](c2ccc(OC)cc2)N(Cc2ccccc2OC)[C@@H]1c1ccccc1 | nt | nt | 2.1 | -10.2
COc1ccc(C=O)c(-c2c(CCO)sc3ccccc23)c1 | nt | nt | 6.0 | -4.5
O=C(N[C@H]1CC[C@H](CCNS(=O)(=O)c2ccc(Cl)cc2)O[C@@H]1CO)c1cccc(F)c1 | nt | nt | 0.4 | -5.1
CCOC(=O)[C@]12CCC=C1N(Cc1ccco1)C(=O)[C@H](CC(=O)N1CCOCC1)C2 | nt | nt | 1.8 | -5.1
COC(=O)[C@@]12C[C@@H](CC(=O)N3CCN(C(=O)c4ccco4)CC3)C(=O)N(Cc3ccccc3)C1=CCC(C)(C)C2 | nt | nt | 8.8 | -0.4

# Only part of the results is shown; count on the stated rates, not on these rows.
